IDH1 R132H inh: inhibitors of IDH1 R132H reductase, primary screen, biochemical, plate reader, single point; Isocitrate dehydrogenase [NADP] cytoplasmic (Homo sapiens), O75874; diaphorase/resazurin fluorescence, 60 min; inhibition, % at 10 µM; actives 0.18% (n = 70,000); AID 624101, 2012; in the data active = inhibition above about 34%;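 also: 0% = DMSO and 100% = no enzyme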
EZH2 inh: EZH2/PRC2 methyltransferase inhibitors, primary screen, biochemical, DELFIA time-resolved fluorescence, single point. actives 0.35% (n = 57,000). AID 651548, 2012. PRC2 H3K27 methylation, DELFIA TRF, 1 h. inhibition, % at 12.5 µM;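 active = mean inhibition of replicates at least 50% and every single replicate also reaching 50%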;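 also: dimethyl H3K27 on biotinylated H3 21-44 peptide detected by antibody; plate controls were median neutral control wells for no effect and median positive control wells for full effect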
Target sequence (Q15910 whole entry, looked up): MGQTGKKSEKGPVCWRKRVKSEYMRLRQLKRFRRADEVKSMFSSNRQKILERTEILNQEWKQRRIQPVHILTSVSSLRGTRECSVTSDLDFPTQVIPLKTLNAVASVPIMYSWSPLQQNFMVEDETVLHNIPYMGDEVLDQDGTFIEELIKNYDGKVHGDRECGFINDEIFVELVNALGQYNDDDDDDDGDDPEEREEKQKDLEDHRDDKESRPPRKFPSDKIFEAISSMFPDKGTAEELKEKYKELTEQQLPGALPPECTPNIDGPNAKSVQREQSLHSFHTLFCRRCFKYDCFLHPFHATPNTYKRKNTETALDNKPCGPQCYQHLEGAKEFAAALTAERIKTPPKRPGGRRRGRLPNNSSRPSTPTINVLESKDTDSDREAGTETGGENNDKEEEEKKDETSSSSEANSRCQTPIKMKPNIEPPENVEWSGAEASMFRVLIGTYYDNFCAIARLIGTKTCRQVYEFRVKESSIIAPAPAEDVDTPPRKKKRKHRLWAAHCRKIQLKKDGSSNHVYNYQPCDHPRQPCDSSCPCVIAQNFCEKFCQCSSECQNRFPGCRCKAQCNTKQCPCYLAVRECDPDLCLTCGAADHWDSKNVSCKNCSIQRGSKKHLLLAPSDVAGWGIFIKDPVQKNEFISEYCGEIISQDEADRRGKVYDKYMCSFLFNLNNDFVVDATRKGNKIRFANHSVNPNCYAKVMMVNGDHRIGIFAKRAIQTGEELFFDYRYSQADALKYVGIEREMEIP
An asterisk follows results filed as active; nt = not tested or not shown. These rows are one share of the data, so the mix of outcomes need not match the whole.

SMILES	IDH1 R132H inh	EZH2 inh
C[C@H](CO)N1C[C@H](C)[C@@H](CN(C)S(=O)(=O)c2cn(C)cn2)Oc2ccc(NC(=O)Cc3cn(C)c4ccccc34)cc2CC1=O	-32	nt
CCCN(C)C[C@@H]1OCCCC[C@@H](C)Oc2ccc(NC(=O)Nc3ccc(C(F)(F)F)cc3)cc2C(=O)N([C@H](C)CO)C[C@H]1C	1.1	nt
C[C@@H]1CN([C@H](C)CO)S(=O)(=O)c2ccc(C#CC3CC3)cc2O[C@@H]1CN(C)CC1CCOCC1	0.1	-19
C[C@H]1CN([C@@H](C)CO)C(=O)Cc2cc(NC(=O)Cc3ccccc3)ccc2O[C@H]1CN(C)C	-0.6	2
CCC(=O)N(C)C[C@H]1Oc2cc(C#CC3CCCCC3)ccc2S(=O)(=O)N([C@H](C)CO)C[C@H]1C	-4.4	-9
C[C@H](O)C#Cc1cnc2c(c1)C(=O)N([C@@H](C)CO)C[C@H](C)[C@@H](CN(C)CC1CCOCC1)O2	-2.1	1
COc1cccc(NC(=O)CSc2nnc(-c3cccc(C)c3)n2-c2ccccc2)c1	0.0	-6
C[C@H]1CN([C@@H](C)CO)C(=O)c2cc(NC(=O)CCCN(C)C)ccc2O[C@H]1CN(C)C(=O)Nc1ccc2c(c1)OCO2	nt	-9
C[C@H]1CCCCO[C@H](CN(C)S(=O)(=O)c2cn(C)cn2)[C@@H](C)CN([C@@H](C)CO)C(=O)c2cc(NS(=O)(=O)c3cn(C)cn3)ccc2O1	-1.4	nt
C/C=C/c1ccc2c(c1)O[C@@H](CN(C)S(=O)(=O)c1ccccc1OC)[C@@H](C)CN([C@@H](C)CO)S2(=O)=O	-1.9	-1
C[C@@H]1CN([C@@H](C)CO)C(=O)CCCn2cc(nn2)CO[C@@H]1CN(C)Cc1ccccc1C(=O)O	4.1	nt
Cc1ccc(S(=O)(=O)N[C@H]2C=C[C@H](CC(=O)NCc3ccncn3)O[C@@H]2CO)cc1	0.0	2
COc1ccc(S(=O)(=O)N(C)C[C@@H]2Oc3c(NC(=O)Nc4c(C)noc4C)cccc3C(=O)N([C@H](C)CO)C[C@@H]2C)cc1	1.7	nt
C[C@@H](NC(=O)C[C@@H]1CC[C@H](NC(=O)Nc2ccc3c(c2)OCO3)[C@H](CO)O1)c1ccccc1	0.2	-6
CC(C)C#Cc1cnc2c(c1)C(=O)N([C@@H](C)CO)C[C@H](C)[C@@H](CN(C)Cc1ccccc1)O2	-0.3	-11
C[C@H](NC(=O)C[C@@H]1CC[C@@H](NC(=O)C2CCC2)[C@@H](CO)O1)c1ccccc1	-0.4	-11
COc1ccccc1-c1cnc2c(c1)C(=O)N([C@@H](C)CO)C[C@@H](C)[C@H](CN(C)Cc1cncnc1)O2	0.5	nt
CN(C)CC(=O)Nc1ccc2c(c1)[C@H]1C[C@H](CC(=O)NCc3ccc4c(c3)OCO4)O[C@H](CO)[C@H]1O2	0.4	-3
C[C@H]1CN([C@@H](C)CO)C(=O)c2cc(NS(=O)(=O)c3ccc(Cl)cc3)ccc2O[C@H]1CN(C)Cc1ccccc1	-1.4	6
CNC[C@H]1OCCCC[C@@H](C)Oc2ccc(NC(=O)Nc3ccc4c(c3)OCO4)cc2C(=O)N([C@H](C)CO)C[C@H]1C	0.0	-9
O=C(Cc1ccccn1)NCC[C@@H]1CC[C@H](NS(=O)(=O)c2ccc(F)cc2)[C@H](CO)O1	0.0	-7
C[C@H]1CN([C@@H](C)CO)C(=O)c2cc(NS(=O)(=O)c3cccs3)ccc2O[C@H]1CN(C)C(=O)NC1CCCCC1	-1.0	nt
CNC[C@@H]1OCCCC[C@@H](C)Oc2ccc(NC(=O)Nc3c(C)noc3C)cc2C(=O)N([C@H](C)CO)C[C@H]1C	0.1	-7
CO[C@@H]1CN(C)C(=O)c2ccc(NS(C)(=O)=O)cc2OC[C@@H](C)N(CC2CC2)C[C@H]1C	0.2	6
CC(C)CC#Cc1cnc2c(c1)C(=O)N([C@@H](C)CO)C[C@H](C)[C@H](CN(C)C(=O)c1cnccn1)O2	-0.4	nt
Additional compounds follow:
SMILES	IDH1 R132H inh	EZH2 inh
Cc1ccc(S(=O)(=O)N[C@@H]2C=C[C@@H](CC(=O)NCc3ccncn3)O[C@@H]2CO)cc1	-0.1	7
C/C=C/c1ccc2c(c1)O[C@H](CN(C)Cc1cncnc1)[C@H](C)CN([C@H](C)CO)S2(=O)=O	-0.1	1
C[C@H]1CCCCO[C@H](CN(C)S(=O)(=O)c2ccc(F)cc2)[C@@H](C)CN([C@@H](C)CO)C(=O)c2cc(NS(=O)(=O)c3ccccc3)ccc2O1	-0.2	nt
O=C(Cc1ccccn1)N[C@@H]1C=C[C@@H](CC(=O)N2CCCCC2)O[C@H]1CO	0.0	-12
C[C@@H]1CN([C@H](C)CO)C(=O)c2cc(C#C[C@@H](C)O)cnc2O[C@H]1CN(C)C(=O)Cc1ccncc1	nt	-4
CC(C)C#Cc1cnc2c(c1)C(=O)N([C@@H](C)CO)C[C@@H](C)[C@H](CN(C)Cc1ccccc1)O2	-0.2	21
C[C@@H]1CN([C@H](C)CO)C(=O)c2cccc(NC(=O)C3CCOCC3)c2O[C@H]1CN(C)S(=O)(=O)c1ccc(F)cc1	1.2	0
COC(=O)c1c(NC(=S)N2CCN(Cc3c(C)nn(C)c3C)CC2)sc2c1CCC(C)C2 (centres undefined)	-0.3	-20
CCCN(C)C[C@@H]1Oc2cc(/C=C/c3ccccc3)ccc2S(=O)(=O)N([C@@H](C)CO)C[C@@H]1C	0.6	-19
O=C(Nc1cc(F)ccc1F)N[C@H]1C=C[C@@H](CC(=O)N2CCc3ccccc3C2)O[C@H]1CO	0.2	-2
COc1cccc(OC)c1C(=O)NC(=S)Nc1cccc(-c2nn3c(C)nnc3s2)c1	0.6	4
COC(=O)C[C@@H]1C[C@@H]2c3cc(NC(=O)C4CCOCC4)ccc3O[C@@H]2[C@@H](CO)O1	-0.2	-2
C=CCOC(=O)[C@H]1[C@@H]2C(=O)O[C@@H](c3ccccc3)[C@@H](c3ccccc3)N2[C@@H](c2ccc(OCCOC(=O)[C@H]3C[C@H]4C(=O)N5CCC[C@H]5C(=O)N4[C@H]3c3ccc(O)cc3)cc2)[C@]12C(=O)Nc1ccccc12	nt	-30
Cc1noc(C)c1NC(=O)N(C)C[C@@H]1Oc2c(cccc2N(C)C)C(=O)N([C@H](C)CO)C[C@@H]1C	-0.7	-10
C[C@@H]1CN([C@H](C)CO)C(=O)Cc2cc(NC(=O)Nc3ccccc3)ccc2O[C@H]1CN(C)S(C)(=O)=O	0.0	-3
C[C@@H]1CCCCO[C@H](CN(C)Cc2ccc(C(=O)O)cc2)[C@H](C)CN([C@H](C)CO)C(=O)c2cc(NC(=O)NC3CCCCC3)ccc2O1	3.0	nt
C[C@@H]1CN([C@@H](C)CO)C(=O)c2cc(C#CC3(O)CCCC3)cnc2O[C@@H]1CN(C)C(=O)Cc1cccnc1	-0.6	19
C[C@H]1CN([C@@H](C)CO)C(=O)Cc2cc(NC(=O)Nc3ccccc3)ccc2O[C@@H]1CN(C)S(=O)(=O)c1ccccc1	-6.6	-9
COc1cccc(-c2cccc(-c3nc(C(=O)O)cc4c3[C@@H](CCO)N(S(=O)C(C)(C)C)C4)c2)c1 (some centres undefined)	0.1	-4
COc1ccc(NC(=O)N(C)C[C@H]2Oc3ccc(NC(=O)C4CC4)cc3CC(=O)N([C@@H](C)CO)C[C@@H]2C)cc1	-0.5	2
C[C@@H]1CCCCO[C@H](CN(C)S(=O)(=O)c2cccs2)[C@@H](C)CN([C@@H](C)CO)C(=O)c2cc(NC(=O)CCC(F)(F)F)ccc2O1	-2.3	nt
COCCOC(=O)N1C(=O)[C@@]2(c3ccccc31)[C@H](C(=O)Nc1nc3ccccc3s1)[C@H]1C(=O)O[C@H](c3ccccc3)[C@H](c3ccccc3)N1[C@@H]2c1ccc(OCCO)cc1	0.1	-10
C[C@H]1CN([C@@H](C)CO)C(=O)c2cc(NC(=O)c3ccncc3)ccc2O[C@H]1CN(C)C(=O)Nc1cccc2ccccc12	1.5	-2
C[C@H]1CN([C@@H](C)CO)C(=O)Cc2cc(NC(=O)NC3CCCCC3)ccc2O[C@@H]1CN(C)Cc1ccc2c(c1)OCO2	1.6	nt
Cc1noc(C)c1S(=O)(=O)Nc1ccc2c(c1)CC(=O)N([C@@H](C)CO)C[C@@H](C)[C@@H](CN(C)Cc1ccc(C(=O)O)cc1)O2	2.8	nt
Additional entries.
SMILES	IDH1 R132H inh	EZH2 inh
O=C(C[C@H]1C=C[C@H](NC(=O)c2cccnc2)[C@H](CO)O1)NCc1ccc(Cl)c(Cl)c1	0.6	-10
COc1ccc(S(=O)(=O)Nc2ccc3c(c2)C(=O)N([C@@H](C)CO)C[C@H](C)[C@@H](CN(C)C(=O)Nc2ccc(C(F)(F)F)cc2)O3)cc1	1.2	nt
C[C@@H]1CN([C@H](C)CO)C(=O)c2cccc(NS(=O)(=O)c3ccc(Cl)cc3)c2O[C@H]1CN(C)C(=O)Nc1ccc(C(F)(F)F)cc1	1.6	nt
O=C(CSc1nnnn1-c1ccccc1)Nc1cc(Cl)c(Cl)cc1Cl	0.0	2
Cc1noc(C)c1S(=O)(=O)N(C)C[C@H]1Oc2ccc(NS(=O)(=O)c3ccc(F)cc3)cc2C(=O)N([C@H](C)CO)C[C@H]1C	0.7	nt
COC(=O)CCCCCCC(=O)N/N=C/c1cccc(B(O)O)c1	-0.2	8
C[C@H](CO)N1C[C@H](C)[C@H](CN(C)C(=O)Nc2ccc(C(F)(F)F)cc2)Oc2ccc(N(C)C)cc2CC1=O	nt	1
C[C@H](CO)N1C[C@H](C)[C@@H](CN(C)C(=O)Nc2ccccc2)Oc2ccc(NC(=O)NC3CCCCC3)cc2C1=O	0.5	-11
COc1cccc(C#Cc2cnc3c(c2)C(=O)N([C@H](C)CO)C[C@@H](C)[C@@H](CN(C)C(C)=O)O3)c1	-8.6	-1
C[C@@H]1CN([C@@H](C)CO)S(=O)(=O)c2ccc(C3=CCCCC3)cc2O[C@H]1CN(C)Cc1ccncc1	14	12
COc1cccc2c1C(=O)c1c(O)c3c(c(O)c1C2=O)CC(O)(C(=O)CO)CC3OC1CC(N)C(O)C(C)O1 (centres undefined)	-3.3	nt
Cc1ccc(S(=O)(=O)N(C)C[C@H]2OCCCC[C@H](C)Oc3ccc(NC(=O)CCCN(C)C)cc3C(=O)N([C@@H](C)CO)C[C@H]2C)cc1	-6.4	nt
CO[C@H]1CN(C)C(=O)c2cc(NC(=O)Nc3ccc(F)cc3)ccc2OC[C@H](C)NC[C@@H]1C	0.0	2
O=C(NCC[C@@H]1CC[C@H](NC(=O)c2cnccn2)[C@@H](CO)O1)Nc1ccc(Cl)cc1	0.4	-2
C[C@@H]1CN([C@H](C)CO)C(=O)c2cccc(NS(=O)(=O)c3ccc(Cl)cc3)c2O[C@@H]1CN(C)C(=O)Nc1ccc2c(c1)OCO2	-6.0	nt
C[C@H]1CN([C@@H](C)CO)C(=O)c2cc(NS(=O)(=O)c3ccc(Cl)cc3)ccc2O[C@H]1CN(C)Cc1ccc(Cl)c(Cl)c1	2.4	nt
C[C@@H]1CN([C@H](C)CO)C(=O)c2cc(NC(=O)Nc3ccc(F)cc3)ccc2O[C@@H]1CN(C)C(=O)NC1CCCCC1	-0.3	0
C[C@H](CO)N1C[C@H](C)[C@@H](CN(C)C(=O)Nc2cccc3ccccc23)Oc2ccc(NC(=O)Nc3ccc4c(c3)OCO4)cc2C1=O	0.7	nt
COc1ccccc1S(=O)(=O)N[C@@H]1CC[C@@H](CC(=O)N2CCCCC2)O[C@H]1CO	0.3	-11
C[C@@H]1CN([C@H](C)CO)C(=O)CCCn2cc(nn2)CO[C@@H]1CN(C)C(=O)Nc1cccc(Oc2ccccn2)c1	-1.0	2
CCCNC(=O)N1C[C@H](C)[C@@H](OC)CN(C)C(=O)c2cc(NC(=O)CC)ccc2OC[C@@H]1C	0.0	8
C[C@H](CO)N1C[C@H](C)[C@H](CN(C)C(=O)Nc2ccc3c(c2)OCO3)Oc2c(NC(=O)NC3CCCCC3)cccc2C1=O	0.1	nt
CC(C)NC(=O)Nc1ccc2c(c1)C(=O)N([C@H](C)CO)C[C@H](C)[C@@H](CN(C)C(=O)NC(C)C)OCCCC[C@@H](C)O2	1.9	1
Cc1ccc([N+](=O)[O-])c(OCCCN2C(=O)NC(C)(C)C2=O)c1	0.2	2

Grouped by structure: the compounds so far containing a COOH group
SMILES	IDH1 R132H inh	EZH2 inh
C[C@@H]1CN([C@@H](C)CO)C(=O)CCCn2cc(nn2)CO[C@@H]1CN(C)Cc1ccccc1C(=O)O	4.1	nt
C[C@@H]1CCCCO[C@H](CN(C)Cc2ccc(C(=O)O)cc2)[C@H](C)CN([C@H](C)CO)C(=O)c2cc(NC(=O)NC3CCCCC3)ccc2O1	3.0	nt
COc1cccc(-c2cccc(-c3nc(C(=O)O)cc4c3[C@@H](CCO)N(S(=O)C(C)(C)C)C4)c2)c1 (some centres undefined)	0.1	-4
Cc1noc(C)c1S(=O)(=O)Nc1ccc2c(c1)CC(=O)N([C@@H](C)CO)C[C@@H](C)[C@@H](CN(C)Cc1ccc(C(=O)O)cc1)O2	2.8	nt

Entries of single compounds as entered above:
C[C@@H]1CN([C@H](C)CO)C(=O)c2cccc(NS(=O)(=O)c3ccc(Cl)cc3)c2O[C@H]1CN(C)C(=O)Nc1ccc(C(F)(F)F)cc1 in the list: IDH1 R132H inh: 1.6; EZH2 inh: nt
C[C@@H]1CN([C@H](C)CO)C(=O)CCCn2cc(nn2)CO[C@@H]1CN(C)C(=O)Nc1cccc(Oc2ccccn2)c1 in the list: IDH1 R132H inh: -1.0; EZH2 inh: 2
